Screening data: PubChem BioAssay, Sanford-Burnham Center for Chemical Genomics
MIN6 prolif – inducers of beta-cell replication in MIN6 cells; MIN6 cells proliferation, ATPlite luminescence, 48 h; cells starved in 0.2% serum; 100% = growth in 10% serum; proliferation, % at 10 µM; actives 0.29% (n = 330,000);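 active = compounds whose signal lies at least 3.5 SD above the mean of all wells on their plate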;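 also: 0% = DMSO-treated cells in low-serum medium and 100% = 10% serum control; some compounds called inactive have numbers as strong as hits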
PfG6PD inh – PfG6PD (Plasmodium falciparum) enzyme inhibition. AID 504690. PfGluPho enzyme, NADPH resazurin-diaphorase fluorescence. actives 0.78% (n = 350,000). inhibition, % at 20 µM;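 active = inhibition reaching at least a set limit at 20 µM in the primary screen, cut at about 59% in these data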;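 also: 0% = DMSO wells with substrate and 100% = DMSO wells lacking glucose-6-phosphate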
SENP8 block-1 – inhibitors of human SENP8 protease; Q96LD8; actives 0.64% (n = 360,000); recombinant SENP8, Nedd8 substrate fluorescence; inhibition, % at 20 µM; AID 602440; in the data active = inhibition mostly above about 40%, no sharp cut-off; inactive = mostly below about 27%
Target sequence (Q96LD8 whole entry, looked up): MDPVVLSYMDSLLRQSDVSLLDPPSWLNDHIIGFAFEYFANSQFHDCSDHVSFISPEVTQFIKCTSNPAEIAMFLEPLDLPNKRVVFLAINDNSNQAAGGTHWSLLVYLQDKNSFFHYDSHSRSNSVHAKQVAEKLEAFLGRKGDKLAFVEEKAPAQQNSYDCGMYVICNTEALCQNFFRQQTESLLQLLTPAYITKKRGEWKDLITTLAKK
SENP7 inh – inhibitors of human SENP7 protease; Q9BQF6; inhibition, % at 5 µM; recombinant SENP7, Z-RLRGG-aminoluciferin luminescence, 40 min; actives 1.5% (n = 330,000); AID 434973;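 active = inhibition above about 50% at the single test dose, limit read from the data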;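 also: plate controls were DMSO with enzyme for no effect and no enzyme buffer wells for full effect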
Target sequence (Q9BQF6 706-1050 limits assumed): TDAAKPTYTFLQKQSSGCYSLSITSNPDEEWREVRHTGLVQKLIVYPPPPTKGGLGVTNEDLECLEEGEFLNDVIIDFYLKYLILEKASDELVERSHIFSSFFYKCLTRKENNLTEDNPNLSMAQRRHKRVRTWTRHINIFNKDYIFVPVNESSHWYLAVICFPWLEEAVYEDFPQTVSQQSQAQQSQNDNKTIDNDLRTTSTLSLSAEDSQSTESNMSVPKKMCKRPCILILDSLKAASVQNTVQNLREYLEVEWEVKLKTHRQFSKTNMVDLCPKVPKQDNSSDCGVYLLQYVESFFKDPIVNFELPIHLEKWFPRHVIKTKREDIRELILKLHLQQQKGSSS
SENP1 FRET inh – SENP1 (human) catalytic domain inhibition. actives 0.21% (n = 360,000). inhibition, % at 10 µM. Q9P0U3. AID 624204. recombinant SENP1 catalytic domain, CyPet-SUMO1-YPet FRET cleavage;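 active = inhibition at least 30% at 10 µM, raw YFP signal under a set limit, fluorescence ratio 0.5 to 1.5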;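 also: 0% = enzyme with DMSO and 100% = no enzyme wells; some results filed as inactive read as strong as hits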
Target sequence (Q9P0U3 419-644 limits assumed): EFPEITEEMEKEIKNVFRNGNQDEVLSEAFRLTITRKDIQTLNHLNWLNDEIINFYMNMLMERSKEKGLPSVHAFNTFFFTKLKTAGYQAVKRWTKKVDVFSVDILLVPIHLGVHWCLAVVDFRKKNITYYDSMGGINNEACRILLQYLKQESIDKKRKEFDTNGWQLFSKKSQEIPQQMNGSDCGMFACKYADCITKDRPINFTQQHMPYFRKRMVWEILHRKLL
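Assay system – human recombinant His6-tagged SENP1 catalytic domain enzyme · Input – SENP1 enzyme, 20 pM final · Buffer or medium – Tris pH 8 buffer plus EDTA, NaCl, BME, BSA, NP40, catalase · Schedule – 50 min reaction at room temperature · Technique – FRET read of cyan and yellow fluorescence · Control set – no-enzyme wells low, DMSO-plus-enzyme wells high control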
HKDC1 inh – blocks human hexokinase HKDC1 activity | recombinant HKDC1, G6PDH/diaphorase resazurin coupled fluorescence | Q2TB90 | AID 493160 | actives 0.16% (n = 340,000) | inhibition, % at 20 µM;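 active = inhibition above about 35% when tested at 20 µM, limit read from the data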;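 also: plate controls were DMSO wells with enzyme for no effect and DMSO wells lacking enzyme for full effect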
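Material: recombinant HKDC1 hexokinase; Amount: HKDC1 at 5 µg/mL; Medium: Tris pH 8.0 buffer with MgCl2, Tween-20, BSA, BME; Schedule: 90 min reaction incubation at room temperature, dark; Technique: coupled resazurin fluorescence, excitation 525 nm, emission 613 nm.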
SENP8 block-2 – inhibitors of human SENP8 protease; Q96LD8; purified SENP8, Z-RLRGG-aminoluciferin cleavage, luminescence; inhibition, % at 10 µM; actives 1.2% (n = 330,000); AID 2540; in the data active = inhibition above about 50%
SENP6 inh – inhibitors of human SENP6 protease; Recombinant SENP6 catalytic domain, aminoluciferin luminescence; inhibition, % at 10 µM; AID 2599; actives 1.8% (n = 330,000); Q9GZR1;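 active = inhibition above about 50% at the single tested dose, limit read from the data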;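 also: plate controls were DMSO wells with enzyme for no effect and DMSO wells lacking enzyme for full effect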
UBC13 polyUb – blocks human UBC13 polyubiquitin chain formation. AID 485273. P61088. actives 0.47% (n = 330,000). TR-FRET. inhibition, % at 20 µM; in the data active = inhibition above about 45%, passing the limit was not always enough
Target sequence (P61088 whole entry, looked up): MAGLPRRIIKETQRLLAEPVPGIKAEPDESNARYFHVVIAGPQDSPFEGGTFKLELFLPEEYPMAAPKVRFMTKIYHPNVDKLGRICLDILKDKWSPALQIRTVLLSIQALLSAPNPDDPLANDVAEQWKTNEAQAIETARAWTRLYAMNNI
The depositor's hits bear a star; i = inactive; . = no result given.

SMILES	MIN6 prolif	PfG6PD inh	SENP8 block-1	SENP7 inh	SENP1 FRET inh	HKDC1 inh	SENP8 block-2	SENP6 inh	UBC13 polyUb
COC(=O)c1cn(-c2ccccc2)nc1C(=O)OC	-1	-9	14	5	1	-7	7	7	-7
CCC(=O)Nc1nnc(SCC(=O)c2ccc3c(c2)Cc2ccccc2-3)s1	-2	-5	-16	-2	0	-8	2	-10	-1
Cc1c(/C=N/NC(N)=O)c2ccccn2c1C(=O)c1ccc(F)cc1	-1	54	-40	10	9	5	3	11	-30
COc1ccccc1CNC(=O)c1ccc(CS(=O)Cc2cccc(Cl)c2)o1 (stereo not drawn)	0	-3	18	-1	2	-4	-1	-2	11
COc1ccc(N(C)S(=O)(=O)c2cccc(C(=O)OC(C(=O)Nc3cc(C)cc(C)c3)c3ccccc3)c2)cc1 (stereo not drawn)	0	-9	33	-1	4	-3	-1	19	1
CCCCNC(=O)c1c[nH]c2ccc(S(=O)(=O)Nc3ccc(OCC)cc3)cc2c1=O	-4	-2	-15	-9	0	-5	-9	-17	-9
O=C(O)C(O)c1ccco1 (stereo not drawn)	.	-2	10	.	2	5	.	.	.
COC(=O)C1=C(C)N(c2ccc(C)cc2)/C(=C/c2ccc(O)cc2)C1=O	-6	-3	-18	8	1	1	5	-2	-17
CC1(C)NC(C)(C)C(O)(C(N)=O)C1=O (stereo not drawn)	-1	8	16	4	2	0	-1	4	7
Cc1ccc2nc(N3CCN(c4cccc(C)c4C)CC3)c3nnnn3c2c1	-4	13	-127	7	-133	3	-3	-21	20
Cc1ccccc1NS(=O)(=O)c1nnc(NC(=O)C(C)C)s1	1	-3	7	-2	-2	2	9	0	-8
Clc1ccc(-n2nnnc2Sc2ncnc3sccc23)cc1	-4	4	13	8	-6	18	-7	-29	20
CCc1ccc(OCC(=O)Nc2cccc3nsnc23)cc1	-1	-6	-378	13	-31	2	-3	33	37
CCN(CC)C(=O)C1CCN(S(=O)(=O)c2c(C)noc2/C=C/c2cccc(C)c2)CC1	-7	18	-21	-6	-3	-1	-7	-13	12
Cc1ccc(C)c(S(=O)(=O)N(C)c2ccc(OC(=O)C3CCN(C(=O)c4ccc(F)cc4)CC3)cc2)c1	.	12	7	.	0	-7	.	.	.
Cc1ccc(NS(=O)(=O)c2ccc(C(=O)N3CCN(c4ccccn4)CC3)cc2)cc1	0	-13	12	3	3	-2	0	-3	-3
COc1ccc(CCNC(=O)c2ccc(CN3CCOCC3)cc2)cc1	-4	-4	4	-15	-1	-7	-5	-29	-3
O=[N+]([O-])c1ccc(S(=O)(=O)N2CCN=C2SCc2ccc(F)cc2)cc1	0	10	5	-6	0	-3	1	-13	-2
COc1ccc(OC)c(/C=N/NC(=O)c2cc3c(OC)cc(OC)cc3[nH]2)c1	-1	-12	-403	2	-3	6	7	-4	3
O=C(NN=C1CCCC1)c1ccccc1OCCOc1ccccc1	2	36	-1	-4	0	30	-4	-2	-4
COc1c2ccoc2c(OC[C@@H](OC(C)=O)C(C)(C)O)c2oc(=O)ccc12	1	0	-136	6	-12	2	-6	-5	0
O=C(NCc1ccc2c(c1)OCO2)C(=O)NCC(c1ccco1)N1CCN(c2ccccc2)CC1 (stereo not drawn)	-4	0	20	4	0	-5	4	11	-12
CC1CC(=O)Nc2ccccc2N1C(=O)COc1ccc2ccccc2c1 (stereo not drawn)	1	-3	3	-2	-8	5	-1	-11	11
COC(=O)c1[nH]c2cc(OC)c(OC)cc2c1/C=N/Nc1ccccc1	-6	34	-286	1	-25	3	-4	-13	11
CCCCn1c(Nc2ccccc2)nc2ccccc21	-1	-16	13	5	0	-5	6	-2	6
COc1ccc(-c2c(C)nc3c(-c4ccsc4)cnn3c2N)cc1	-4	-6	-291	6	1	-5	-5	4	14
Cn1c(=O)c2c(-c3ccc(OC(F)F)cc3)cc(-c3ccccc3)nc2n(C)c1=O	-2	-32	.	5	.	2	0	-2	8
COc1ccc2sc(-c3ccccc3OC)c(-c3ccc(OCCN4CCOCC4)cc3)c2c1	.	22	-34	0	2	0	.	.	.
Cc1cc(CSc2ccccc2)ccc1NC(=O)COc1ccccc1C	2	6	1	-6	-1	-12	4	-17	-1
CCCNC(=O)NC(=O)CSc1nc2ccccc2n1CC(C)C	1	5	-2	-5	-2	-7	-3	1	2
C=CCSc1nc(N)c(NC(=O)c2ccco2)c(=O)[nH]1	-2	-26	-4	-8	3	-6	-11	-6	-7
Cc1cccc(C(=O)NCC(=O)OCCOc2ccccc2Cl)c1	-2	4	2	-7	2	-5	6	-18	2
CCC(C)n1c(-c2cccc(S(=O)(=O)N(CC)CC)c2)n[nH]c1=S (stereo not drawn)	-2	49	-4	2	0	-3	4	-4	1
CC(NC(=O)CN1CCN(S(=O)(=O)c2ccc(Br)cc2)CC1)c1ccccc1 (stereo not drawn)	-2	-10	16	13	0	2	-8	-20	1
COc1cc(/C=C/C(=O)OCC(=O)NC(C)c2ccccc2)cc(OC)c1OC (stereo not drawn)	-3	15	i	-2	-1	-5	5	-1	-1
COc1cccc(C2C(C(=O)c3cc4ccccc4o3)=C(O)C(=O)N2CCN2CCOCC2)c1 (stereo not drawn)	0	-24	-35	-4	-9	-4	-2	-4	-6
O=c1cc(N2CCN(Cc3ccccc3)CC2)[nH]c(=O)n1-c1ccc(Br)cc1	-1	1	13	4	-11	-3	0	1	-5
O=C(O)CCCn1cc(NC(=O)c2sc3ccccc3c2Cl)cn1	0	18	5	-3	-6	0	-9	-3	7
CCOc1ccccc1CN1C(=O)c2ccccc2C1C(=O)NCC1CCCO1 (stereo not drawn)	-2	-5	16	3	1	-4	6	4	-7
CC(=O)Oc1ccc(-c2csnn2)cc1	-3	7	21	4	3	3	1	-9	7
O=C(Nc1ccccc1)C1=C[C@@H](C2CCCCC2)C[C@@H](OCCCCO)O1	2	-1	6	3	1	-3	-1	-12	-9
CCN(CC)CCN(C(=O)c1ccc2c(c1)OCCO2)c1nc2ccc(C)cc2s1	-1	-26	15	0	1	-1	-3	1	12
CCOc1ccccc1NC(=S)C(=C([O-])c1ccc2c(c1)OCCO2)[n+]1ccc(CC)cc1	.	22	22	.	-6	8	.	.	.
COc1cc(-c2[nH]ncc2CN2CCc3sccc3C2)cc(OC)c1OC	-2	13	-11	0	-6	-5	1	2	8
COCC1CCN(Cc2nc(-c3ccc(OC)cc3)no2)CC1	-2	-2	-6	1	0	-6	-3	6	6
CCOc1ccc(S(=O)(=O)Nc2cccc(-c3ccc(N4CCCCCC4)nn3)c2)cc1	-7	-16	-22	0	-2	-1	-3	3	-8
CCNC(=S)N/N=C/c1ccc(C(=O)O)cc1	-1	6	9	44	1	-13	13	16	-9
Cc1ncoc1C(=O)Nc1nccs1	0	6	21	-3	3	-12	-8	-4	10

Three entries from above, as labelled records:
O=C(Nc1ccccc1)C1=C[C@@H](C2CCCCC2)C[C@@H](OCCCCO)O1
  MIN6 prolif: 2 | PfG6PD inh: -1 | SENP8 block-1: 6 | SENP7 inh: 3 | SENP1 FRET inh: 1 | HKDC1 inh: -3 | SENP8 block-2: -1 | SENP6 inh: -12 | UBC13 polyUb: -9
CCN(CC)CCN(C(=O)c1ccc2c(c1)OCCO2)c1nc2ccc(C)cc2s1
  MIN6 prolif: -1 | PfG6PD inh: -26 | SENP8 block-1: 15 | SENP7 inh: 0 | SENP1 FRET inh: 1 | HKDC1 inh: -1 | SENP8 block-2: -3 | SENP6 inh: 1 | UBC13 polyUb: 12
CCOc1ccccc1NC(=S)C(=C([O-])c1ccc2c(c1)OCCO2)[n+]1ccc(CC)cc1
  MIN6 prolif: . | PfG6PD inh: 22 | SENP8 block-1: 22 | SENP7 inh: . | SENP1 FRET inh: -6 | HKDC1 inh: 8 | SENP8 block-2: . | SENP6 inh: . | UBC13 polyUb: .

Later entries
SMILES	MIN6 prolif	PfG6PD inh	SENP8 block-1	SENP7 inh	SENP1 FRET inh	HKDC1 inh	SENP8 block-2	SENP6 inh	UBC13 polyUb
O=C(N/N=C/c1ccc([N+](=O)[O-])o1)c1ccccc1-n1cccc1	-2	16	42*	2	-2	-3	3	2	-9
C1=C(CCNc2ncnc3c2cnn3-c2ccccc2)CCCC1	-2	-3	21	57*	-11	0	47	62*	9
Cc1nnc(SCC(=O)Nc2ccccc2F)n(N)c1=O	0	1	13	-15	2	0	-13	-15	-5
CCc1nnc(NC(=O)CCC(=O)Nc2ccc(C)cc2)s1	1	1	14	7	2	-9	-10	-9	-2
CC(=O)Nc1c(C)nn(-c2ccc(C)c(C)c2)c1C	-1	-5	20	11	2	0	-4	6	4
COc1ccc(CNC(=O)C2CCCN(S(=O)(=O)c3c(C)n[nH]c3C)C2)cc1 (stereo not drawn)	-2	-29	5	5	5	-10	-2	-7	5
COc1cccc(C(=O)N/N=C2/SCC(=O)N2CCc2ccc(OC)c(OC)c2)c1	-3	19	2	-3	-1	-15	1	-1	0
Cc1cccc(OCCOC(=O)C2CCN(S(=O)(=O)c3ccc(C)c(C)c3)CC2)c1	0	-1	3	3	2	-3	6	-9	-10
CCOC(=O)c1[nH]c(C)c(C(=O)NCCCN2CCOCC2)c1C	2	1	17	1	1	-7	0	1	18
CCOC(=O)c1nnn(CC(=O)Nc2cccc(Cl)c2C)c1C(=O)OCC	2	-16	16	-2	1	1	0	-22	4
Cc1ccc(S(=O)(=O)NCCCN2CCOCC2)cc1C	0	15	9	-6	1	-6	0	-24	-5
CCOc1cc(C)c(S(=O)(=O)Nc2ccc3cn[nH]c3c2)cc1C	-4	23	10	1	-1	9	-3	-5	12
CSc1ccccc1NC(=O)CCn1c(=O)sc2ccccc21	-1	-9	11	-10	0	-5	-5	-20	8
O=C(Nc1ccnn1C1CCN(Cc2ccc3nonc3c2)CC1)c1cccc(F)c1	3	18	17	3	2	-4	4	12	-1
CCCN(CC(=O)Nc1ccccc1C)C(=O)C1CCN(S(=O)(=O)c2ccc3c(c2)OCCO3)CC1	.	-13	0	.	1	0	.	.	.
O=C(NCCS(=O)(=O)N1CCN(c2ccc(F)cc2)CC1)c1ccc2c(c1)OCO2	1	7	7	7	3	-5	-6	-14	0
COc1ccc(Cl)cc1NC(=O)c1[nH]nc(OC)c1[N+](=O)[O-]	2	-4	30	-5	-1	2	-13	-12	-15
Cc1cccc(-n2c(C)cc(/C=N/NC(N)=S)c2C)c1	-6	11	-16	-3	-10	0	3	2	-13
CCCn1c(N)c(C(=O)CSc2nnc(N)s2)c(=O)[nH]c1=O	0	-5	8	-9	-2	-6	-3	-9	-17
CN(c1ccc(C(=O)NC2CC3CCC2C3)cc1)S(C)(=O)=O (stereo not drawn)	-4	-7	27	5	4	-3	9	7	-2
O=C(NCc1cccnc1)c1cccc(S(=O)(=O)NCc2ccccc2)c1	6	7	4	2	0	0	11	-11	7
COc1ccc(S(=O)(=O)NC(CC(=O)NCC2CCCO2)c2ccco2)cc1 (stereo not drawn)	-1	3	15	-10	1	-5	-12	1	-7
O=S(=O)(c1ccccc1)c1nc(-c2ccco2)oc1NCCCN1CCOCC1	-2	0	3	-8	4	-7	-11	-6	0
Cc1ccc(-c2cc(C(F)F)n3ncc(C(=O)N4CCN(c5ccccn5)CC4)c3n2)cc1	-6	-11	-69	9	0	4	-7	-8	7
CCS(=O)(=O)Nc1ccc(C2=NN(C(C)=O)C(c3cccs3)C2)cc1 (stereo not drawn)	-1	-7	-367	-3	1	-6	-3	-4	9
CCOC(=O)C1CCCc2c1[nH]c1c(C(N)=O)cccc21 (stereo not drawn)	-1	-7	-60	-8	-75	4	-3	-19	-2
